Source: PubChem BioAssay (National Center for Advancing Translational Sciences (NCATS))
GALK inh = qHTS Assay for Inhibitors of Human Galactokinase (GALK); AID 1868, 2009; Potency, µM (titrated, usually from 57.5 µM), for inactives: at the top dose activity change, negative = inhibition, hits mostly inhibitors; Purified GALK, Kinase-Glo residual ATP luminescence; actives 0.007% (n = 270,000); also: potency is read from the fitted curve at half-maximal effect; % is scaled to controls: 0 for no effect and ±100 for the full control effect
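Human GALK (5 nM) with 35 uM ATP and 100 uM galactose in 20 mM HEPES pH 8.0, 5 mM MgCl2, 60 mM NaCl, 1 mM DTT, 0.01% BSA. After 1 h at room temperature, leftover ATP was read by Kinase-Glo Plus luminescence.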
TSHR antagonist = Antagonists of the Thyroid Stimulating Hormone Receptor: HTS campaign; Thyrotropin receptor (Homo sapiens), P16473; TSHR-expressing cells, TSH-stimulated cAMP HTRF, 2 h; active compounds read low; actives 0.2% (n = 330,000); activity change, negative = inhibition, % at 11.5 µM;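 active = activity change below a set negative limit, meaning inhibition stronger than a set level, cut at about -70% in these data; inconclusive = activity change between two set negative limits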; also: % is scaled to controls: 0 for no effect and ±100 for the full control effect
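TSHR-expressing cells were treated with compounds, then stimulated with TSH at EC80 (4nM final) for 2 hours at 37 deg C. Cellular cAMP was measured by HTRF competition between lysate cAMP and cAMP-d2 for a cryptate-labelled anti-cAMP antibody.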
hERG WT inh = qHTS for Inhibitors of KCHN2 3.1: Wildtype qHTS; Voltage-gated inwardly rectifying potassium channel KCNH2 (Homo sapiens), Q12809; U2OS, BacMam KCNH2, thallium flux FluxOr; active compounds read low; activity change, % at 1.84 µM; actives 0.37% (n = 340,000);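 active = maximum activity change below -70%; inconclusive = maximum activity change between -70% and -50%; inactive = maximum activity change above -50%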; also: % is scaled to controls: 0 for no effect and ±100 for the full control effect
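U2OS cells transduced with wild-type KCNH2 virus are loaded with FluxOr dye for 45 min, and thallium flux is measured in kinetic reads before and after stimulation buffer. Rate constants are normalized to DMSO controls.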
BCR signal inh = qHTS Assay to Find Inhibitors of Chronic Active B-Cell Receptor Signaling. ABC-DLBCL IkBa-CBG/CBR reporter, luminescence ratio, 4 h. Potency, µM (doses to about 46.1 µM), inactives show top-dose ratio change, negative = lower green/red ratio, usual class: inhibitors. actives 0.05% (n = 340,000). AID 493014, 2011; active = well fitted inhibition curve with a large enough effect in the signal ratio, with a control signal flat, not every such curve was filed as active; inconclusive = small, poorly fitted or top-dose-only effect, or effect the other way, or a change in a side signal; the % refers to the signal ratio;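 also: potency is read from the fitted curve at half-maximal effect; plate controls were basal doxycycline-induced cells for no effect and cells given 10 µM MG132 for full effect; MG132 reads +100%, hits lower the ratio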
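TMD8 ABC-DLBCL cells carrying doxycycline-inducible green luciferase fused to IkappaBalpha plus unfused red luciferase were exposed to compounds (up to 46 uM) for 4 hrs at 37C. Activity came from the overlap-corrected green/red luminescence ratio.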
Coupling enz = qHTS Assay for Inhibitors of Fructose-1,6-bisphosphate Aldolase from Giardia Lamblia: Coupling assay counterscreen; coupling enzyme system counterscreen, AmpLite Red fluorescence; activity change, negative = inhibition, % at 58.2 µM, hits read low; actives 0.67% (n = 290,000); in the data active = activity change below about -30%; also: % is scaled to controls: 0 for no effect and ±100 for the full control effect
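Final compound at 57.5 uM, incubated 10 min at RT with coupling enzyme reagent (glyceraldehyde-3-phosphate), then 20 min with substrate and AmpLite Red detection. Fluorescence read at 525/598 nm; tests interference with the coupling assay, not aldolase inhibition.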
Tb PFK block = qHTS Assay to Find Inhibitors of T. brucei phosphofructokinase | ATP-dependent 6-phosphofructokinase (Trypanosoma brucei brucei), O15648 | T. brucei PFK, ADP-Glo luminescence | Potency, µM (top dose mostly 57.5 µM), inactives show top-dose activity, negative = inhibition, most hits filed as inhibitors | actives 0.17% (n = 330,000) | AID 485367, 2010;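 also: potency is read from the fitted curve at half-maximal effect; 0% = uninhibited 1x PFK enzyme wells and -100% = no-enzyme wells; nearly all actives have a fitted effect of over 60% in size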
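Luminescent ADP detection (ADP-Glo, two-step: ATP depletion then ADP-to-ATP conversion for luciferase) reported PFK activity after 45 min room-temperature reaction of 1.25 nM enzyme with 0.5 mM F6P and 0.1 mM ATP at pH 8.0.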
TCR activator = Activators of T cell receptors: qHTS campaign; primary human leukocytes, anti-CD3, IL-2 HTRF, 48 h; Potency, µM (highest dose often 9.22 µM), for inactives: top-dose activation of IL-2 secretion, usual class: activators; 330,000 tested, under 10 active; AID 504894, 2011; also: % of control where 0% means no effect
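TCR engagement came from a-CD3 beads alone, with compounds added to primary human leukocytes for 48 hr. Secreted IL-2 bridged europium cryptate- and d2-labelled anti-IL-2 antibodies, giving FRET emission at 665nm after 320nm excitation.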
Giardia kill = Small Molecules that selectively kill Giardia lamblia: qHTS | Giardia lamblia trophozoite viability | activity change, % at 7.66 µM, hits read low | actives 0.15% (n = 340,000); in the data active = activity change below about -80%; inconclusive = between about -30% and that limit;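 also: parasites exposed to compound for two days anaerobically before the ATP read; % is scaled to controls: 0 for no effect and ±100 for the full control effect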
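ATP-content bioluminescence gauges trophozoite survival. Cells (100/well) receive compound and incubate anaerobically for 48 hrs at 37 deg C; detection reagent follows for 15-30 min at room temperature.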
CXXC DNA block = qHTS Fluorescence Polarization Assay for Inhibitors of MLL CXXC domain - DNA interaction | MLL-CXXC / FITC-HOXA9 DNA fluorescence polarization | actives 0.037% (n = 290,000) | Potency, µM (series often up to 115 µM), for the others: at the top dose activity change, negative = inhibition, hits mostly inhibitors | Histone-lysine N-methyltransferase 2A (Homo sapiens), Q03164; active = well fitted inhibition curve with a large enough effect in the polarisation, with a control signal flat, not every such curve was filed as active; inconclusive = small, poorly fitted or top-dose-only effect, or effect the other way, or a change in a side signal; inactive = no such curve, though single readings can be large or run the other way; the % refers to the polarisation; also: potency is read from the fitted curve at half-maximal effect
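Fluorescence polarization: 7 uM MLL-CXXC (stock) preincubated 5 min with compounds, then 50 nM fluorescein-HOX-A9 DNA (stock) added; 30 min ambient. Buffer 50 mM Tris-HCl pH 7.5, 50 mM NaCl, 1 mM DTT, 0.05% BSA.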
AT treatment = qHTS Assay for Identifying a Potential Treatment of Ataxia-Telangiectasia | […] A-T fibroblasts, KAP-1 phosphorylation AlphaLISA; neocarzinostatin DNA damage 30 min before lysis | Potency, µM (highest dose often 57.5 µM), without a hit: top-dose activation, most hits filed as activators | actives 0.19% (n = 320,000) | AID 485349, 2010; also: potency is read from the fitted curve at half-maximal effect; % of control where 0% means no effect; nearly all actives have a fitted effect of over 45% in size
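hTERT-immortalized A-T patient fibroblasts ([…]), 500 cells/well in OPTI-MEM, 1% FBS, got compounds for 60 min, then NCS for 30 min at 37C. Lysates were then assayed for phospho-KAP-1 by AlphaLISA (anti-pKAP1 donor, anti-KAP1 acceptor beads), 6 hr at 25C.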
* marks the source's active call; other numbers are inactive results; ? = inconclusive; · = not tested or not shown; & = joins results of further samples; [ ] = remark or other dose. Unless noted, calls follow the shape of the dose curve; as a rule, active = well fitted curve in the direction sought with a large enough effect; inconclusive = small, poorly fitted or top-dose-only effect, or another doubt; inactive = no such curve, though single readings can be large; an effect the other way counts as inactive or inconclusive.

entry	SMILES	GALK inh	TSHR antagonist	hERG WT inh	BCR signal inh	Coupling enz	Tb PFK block	TCR activator	Giardia kill	CXXC DNA block	AT treatment
1	CC(C)CC(COCc1cccc(C(F)(F)F)c1)N1CCN(C(=O)c2cccc(C(F)(F)F)c2)CCC1=O (configuration not stated)	·	-4.2	2.0	-5.9%	-6.2	-10.4%	2.2%	8.2	-8.1%	6.8%
2	CCC(=O)N1CCc2cc(Br)cc(S(=O)(=O)NC3CCN(Cc4ccccc4)CC3)c21	-1.7%	7.9	41.0	-2.8%	-1.6	-2.6%	-0.2%	6.8	-18.6%	2.8%
3	COc1ccc(COc2cc(-c3cccc(OC)c3)nc3ccc(N)cc23)cc1	·	-0.6	10.7	?	-1.1&-7.2	-0.6%	-2.1%	-8.6	1.3%	19.8%
4	CSc1ccccc1C(=O)N(CC1CCCO1)c1c(N)n(Cc2ccccc2)c(=O)[nH]c1=O (configuration not stated)	·	-1.1	-25.6	-11.0%	·	3.7%	-2.1%	1.7	·	0.2%
5	O=C(Nc1cccc(O)c1)c1cc(-c2ccc3c(c2)OCO3)on1	13.8%	26.5	8.3	?	-1.7	-8.0%	5.8%	-82.2*	3.4%	-1.8%
6	O=C(Nc1nc2ccccc2n1CCN1CCOCC1)c1ccc(Cl)cc1	3.0%	3.2	-2.2	-7.9%	-5.3	-15.4%	-9.6%	1.7	-16.3%	-12.7%
7	CCOC(=O)C(C)n1nc(/C=C/c2ccccc2)ccc1=O (configuration not stated)	0.0%	-12.9	0.3	?	-0.1	-3.3%	3.2%	4.9	-0.9%	-6.7%
8	COc1ccc(COc2ncnc3ccc(Br)cc23)cc1F	-2.6%	-3.6	16.3	-14.6%	-4.0	-0.5%	-5.0%	-14.1	2.7%	-3.6%
9	O=C(NCc1ccco1)c1cnc2sccn2c1=O	0.8%	4.8	0.6	-1.1%	5.3	-5.5%	2.8%	-4.4	-2.8%	-3.1%
10	CC(=O)Nc1ccc(S(=O)(=O)Nc2ccc3c(c2)C(=O)OC3)cc1	-1.9%	3.4	·	0.0%	2.3	-1.9%	·	·	-14.8%	-1.0%
11	Cc1cc(C)cc(NC(=S)N2CCN(S(C)(=O)=O)CC2)c1	3.0%	4.0	-3.2	-0.6%	-0.1	-2.5%	-2.7%	-9.8	-3.8%	-1.3%
12	CCN1CCN(CCC(=O)Nc2cccc(C)c2)CC1	0.4%	16.2	5.1	3.5%	-0.1	-2.2%	-3.3%	-11.9	-0.2%	5.2%
13	CCOc1ccc2nnnn2n1	1.6%	10.9	-33.6	-4.3%	2.0	-1.1%	-0.5%	0.5	-1.5%	0.5%
14	COc1cccc(Nc2nc(CC(C)=O)ns2)c1	·	-0.6	-1.8	0.1%	1.0	1.8%	-2.3%	6.0	-5.8%	1.9%
15	COc1cc2c(cc1OC)C1O[C@](CCCCN3C(=O)c4ccccc4C3=O)(C2)Oc2c1c(=O)oc1ccc(F)cc21	·	·	·	28.4%[9.22 µM]	0.2	-9.0%[11.5 µM]	·	·	?	-3.6%[11.5 µM]
16	C[C@H](CO)N1C[C@H](C)[C@@H](CN(C)S(C)(=O)=O)Oc2c(NC(=O)c3ccncc3)cccc2C1=O	·	2.1	-0.1	0.4%	·	8.4%	-0.2%	13.1	·	3.5%
17	CN(Cc1ccccc1)C(=O)c1nc[nH]c1C(=O)N1CCc2ccccc2C1	·	-21.1	·	?	·	4.7%	-1.8%	-4.4	·	3.9%
18	O=C(Cc1ccccc1)NC(=S)Nc1ccc2oc(-c3ccccc3F)nc2c1	-0.8%	16.5	-5.6	?	7.8	0.1%	-4.6%	-27.4	-3.9%	0.1%
19	COc1ccc(/C=N/NC(=O)c2cc3c(ccc4ccccc43)o2)c(OC)c1	-6.2%	-3.9	21.5	-0.7%	4.6	7.4%	-5.1%	-8.3	18.8%	-0.5%
20	COc1cccc(CNC(=O)Cc2nc3nc(C)cc(C)n3n2)c1	1.8%	-4.7	-3.9	-4.1%	0.1	0.2%	-2.4%	-16.6	7.1%	-2.5%
21	COc1nccnc1NS(=O)(=O)c1ccc(NC(=S)NC(=O)/C=C/c2ccccc2)cc1	·	-6.5	-2.8	3.4%	-0.2	3.4%	3.6%[46.1 µM]	-10.1	8.3%	-1.9%
22	Cc1ccc(C(=O)NNC2=NC(C)(C)Cc3ccccc32)cc1	11.1%	2.8	1.9	?	0.8	-1.1%	2.6%	32.9[activator]	-14.5%	-12.2%
23	COc1ccccc1/C=N/NC(=O)c1ccc(NC(=O)c2cccc([N+](=O)[O-])c2)cc1	-0.3%	16.5	·	?	9.4	4.8%	·	·	0.1%	1.6%
24	COc1ccccc1N(CC(=O)NCc1ccc(F)cc1)C(=O)CCC(=O)Nc1nccs1	-1.5%	4.5	5.3	-4.8%	0.1	-5.6%	1.8%	21.4	-6.6%	-0.9%
25	COc1ccc(-c2nnc(SCC(=O)NC(=O)NCc3ccccc3)o2)cc1	2.8%	0.9	-8.8	-5.8%	2.3	1.8%	2.9%	-6.1	13.8%	·
26	COc1cccc(CN2CC(C(=O)N(C)CCc3ccccc3)CCC2=O)c1 (configuration not stated)	1.4%	1.1	-22.5	-2.8%	-0.5	0.1%	0.6%	-5.6	-8.4%	-5.0%
27	N#Cc1c(C#N)c(O)c2ccccc2c1O	-0.1%	-12.4	0.6	-1.5%	-24.1	?	6.4%	-7.0	?	1.3%
28	CCCn1c2c(c(O)c(C(=O)Nc3ccc(OCC)cc3)c1=O)CCCC2	0.0%	-1.1	-18.4	-4.5%	2.0	0.2%	-3.9%	-0.8	-8.3%	0.0%
29	CC(=O)c1cccc(CN2CCCC(CCC(=O)NCc3ccc(C)o3)C2)c1 (configuration not stated)	5.4%	3.3	-3.4	-3.8%	0.0	-6.8%	-1.9%	-19.0	-8.0%	13.9%
30	Cc1ccc(S(=O)(=O)N2CCC(C)CC2)cc1[N+](=O)[O-]	-1.4%	24.5	6.8	-0.9%	2.5	0.1%	-10.6%	-0.2	4.7%	4.7%
31	CC(=O)c1ccc(N2CCN(S(=O)(=O)c3c(C)[nH]c(=O)[nH]c3=O)CC2)cc1	-0.5%	-6.1	-4.9	-0.7%	3.3	-1.7%	0.7%	8.8	-8.0%	-0.8%
32	COC(=O)Nc1ccccc1C(=O)N1CCN(c2ccc(C)cc2)CC1	-0.3%	34.7	11.6	?	-2.5	-6.8%	-15.0%[46.1 µM]	-6.1	-4.0%	3.4%
33	CCN(CC)C(C(=O)Nc1ccc(C(C)C)cc1)c1ccc2c(c1)OCO2 (configuration not stated)	-1.6%	-1.5	12.6	0.7%	-1.8	-3.3%	0.5%	-14.8	-2.3%	-10.2%
34	CCOC(=O)c1sc2nc(CC(=O)OC)nc(N(C)CCc3ccccn3)c2c1C	0.4%	-0.9	3.6	?	-7.5	1.0%	4.1%	31.0[activator]	5.0%	4.4%
35	Cn1c(Cn2nnc3ccccc32)nnc1SCC(N)=O	-1.4%	19.8	-0.4	9.4%	-1.0	-3.8%	-10.0%	5.0	7.4%	3.6%
36	Cc1nc(N)ncc1Sc1ccccc1	-1.2%	1.2	2.1	-5.7%	-0.2	-3.4%	-7.2%	5.7	5.1%	0.3%
